CHT inh: inhibitors of human choline transporter CHT | Q9GZV3 | CHT-expressing cells, membrane potential dye, choline response; active compounds read low | B-score at 10 µM | 0.86% of 310,000 active | AID 488975;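 active means B-score over 3 SD under the library average, and starting fluorescence ratio not unusually high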;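 further: choline stimulus applied at its EC90 after an EC20 pre-addition; B-score computed on integrated fluorescence ratio after choline addition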
Target sequence (Q9GZV3 whole entry, looked up): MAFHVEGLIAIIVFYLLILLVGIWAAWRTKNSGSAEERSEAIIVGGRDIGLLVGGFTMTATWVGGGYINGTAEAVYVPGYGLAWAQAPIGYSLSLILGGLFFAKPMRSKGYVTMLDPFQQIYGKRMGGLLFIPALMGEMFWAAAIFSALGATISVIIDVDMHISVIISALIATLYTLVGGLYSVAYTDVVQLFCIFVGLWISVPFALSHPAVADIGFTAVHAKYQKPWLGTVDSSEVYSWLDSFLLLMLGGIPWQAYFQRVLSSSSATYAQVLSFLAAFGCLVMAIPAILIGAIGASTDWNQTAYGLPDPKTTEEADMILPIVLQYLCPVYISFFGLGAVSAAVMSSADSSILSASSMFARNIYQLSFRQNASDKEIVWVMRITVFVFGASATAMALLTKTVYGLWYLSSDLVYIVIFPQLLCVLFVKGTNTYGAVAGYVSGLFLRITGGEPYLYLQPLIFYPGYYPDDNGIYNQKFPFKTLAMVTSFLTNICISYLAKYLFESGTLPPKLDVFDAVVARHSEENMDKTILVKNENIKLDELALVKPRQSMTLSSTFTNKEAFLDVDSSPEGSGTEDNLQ
CHT allo act: allosteric activators of human choline transporter CHT. CHT-expressing cells, membrane potential dye, choline EC20; active compounds read high; LV-AA mutant CHT in HEK293 cells. 0.49% of 310,000 active. AID 488977. B-score at 10 µM;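 active means initial fluorescence not abnormally high and integrated response B-score, plate-corrected, over 3 SD above library mean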
Active calls of the source: *; i = inactive.

# | structure | CHT inh | CHT allo act
1 | CCOC(=O)C1CCN(C(=O)C(C)Oc2ccc(Br)cc2)CC1 (centres undefined) | i | i
2 | Nc1ccc(C(=O)Nc2ccc3nc(-c4ccncc4)[nH]c3c2)cc1 | i | i
3 | CC1(C)Cc2c(c(-c3ccco3)nc3sc4c(NCC5CCCO5)ncnc4c23)CO1 (centres undefined) | i | i
4 | COc1ccc(/C=C(\NC(=O)/C=C/c2ccco2)C(=O)NCCc2nc3ccccc3[nH]2)cc1 | i | i
5 | COc1cc(OC)cc(C(=O)Nn2cc(C(=O)Nc3c(F)cccc3F)c3ccccc3c2=O)c1 | i | i
6 | COc1cc(C(=O)O)ccc1OCc1ccncc1 | i | i
7 | Cc1ccc([C@@H]2[C@@H]3C(=O)N(c4ccccc4)C(=O)[C@@H]3[C@]3(C)C(=O)N(CC4CC4)CC(=O)N23)o1 | i | i
8 | C=CC[n+]1c(-c2ccc(OC)c(OC)c2)csc1NNC(=O)Nc1ccccc1 | i | i
9 | COc1ccccc1OCCC(=O)OCC(=O)c1[nH]c(C)c(C(C)=O)c1C | i | i
10 | CC(C)(C)NC(=O)CN(C(=O)CCC(=O)Nc1nccs1)c1ccc(F)c(Cl)c1 | i | i
11 | CCCCn1c(N)c(N(CC)C(=O)CN2C(=O)NC(C)(c3ccccc3)C2=O)c(=O)[nH]c1=O (centres undefined) | i | i
12 | COc1cccc(CNC(=O)CCS(=O)(=O)c2cccs2)c1 | i | i
13 | CC(C)(C)NC(=O)C(=O)N/N=C/c1cccs1 | i | i
14 | CCCCNc1cc(=O)n(C)c(=O)[nH]1 | i | i
15 | O=C1c2cccc3c(Cl)ccc(c23)C(=O)N1O | i | i
16 | CC(CCc1ccco1)NC(=O)c1cccc2c1C(=O)N(C1CCCCC1)C2 (centres undefined) | i | i
17 | O=C(NCCC1=CCCCC1)C1CCC(CNc2c(N3CCCCC3)c(=O)c2=O)CC1 (centres undefined) | i | i
18 | COc1ccc(C2(CNC(=O)c3cccc([N+](=O)[O-])c3)CCOCC2)cc1 | i | i
19 | C/C(CC(=O)Nc1ccc2c(c1)OCCO2)=N\NC(=O)Cc1ccccc1 | i | i
20 | O=C(N/N=C/C(Br)=C/c1ccccc1)c1n[nH]c2c1CCC2 | i | i
21 | CC(C)(C)NC(=O)C(c1ccc(O)cc1)N(C(=O)CCC(=O)Nc1ccccn1)c1ccc(F)cc1 (centres undefined) | i | i
22 | CC1Cc2ccccc2N1C(=O)c1cnc2ccccn2c1=O (centres undefined) | i | i
23 | CCOC(=O)N1CCN(Cc2ccccc2Cl)CC1 | i | i
24 | CCCCc1nnc(NC(=O)C(C)Sc2nc(C)cc(=O)[nH]2)s1 (centres undefined) | i | i

An excerpt from above in order of number of heavy atoms, low to high:
# | structure | CHT inh | CHT allo act
15 | O=C1c2cccc3c(Cl)ccc(c23)C(=O)N1O | i | i
1 | CCOC(=O)C1CCN(C(=O)C(C)Oc2ccc(Br)cc2)CC1 (centres undefined) | i | i
18 | COc1ccc(C2(CNC(=O)c3cccc([N+](=O)[O-])c3)CCOCC2)cc1 | i | i
10 | CC(C)(C)NC(=O)CN(C(=O)CCC(=O)Nc1nccs1)c1ccc(F)c(Cl)c1 | i | i
3 | CC1(C)Cc2c(c(-c3ccco3)nc3sc4c(NCC5CCCO5)ncnc4c23)CO1 (centres undefined) | i | i
4 | COc1ccc(/C=C(\NC(=O)/C=C/c2ccco2)C(=O)NCCc2nc3ccccc3[nH]2)cc1 | i | i

More structures follow:
# | structure | CHT inh | CHT allo act
25 | O=C(NCc1c(Cl)cccc1Oc1ccccc1)c1ccccc1 | i | i
26 | O=C(NCc1ccco1)c1ccc2c(=O)n(-c3ccccc3)c(=S)[nH]c2c1 | i | i
27 | CN1CCN(c2ccccc2NC(=O)c2ccc(-c3ccccc3)cc2)CC1 | i | i
28 | O=C(c1cc(Br)ccc1Cl)N1CCN(c2ncccn2)CC1 | i | i
29 | COc1cc(/C=C(\NC(=O)c2cc(OC)c(OC)c(OC)c2)C(=O)NC(C(=O)O)c2ccccc2)cc(OC)c1OC (centres undefined) | i | i
30 | Cc1cc(C)cc(OCc2nnc(SCC(=O)NC3CC3)n2C)c1 | i | i
31 | COC(=O)c1ccc(NC(=O)CS(=O)(=O)c2ccccc2)cc1 | i | i
32 | Cc1cccc2sc(NC(=O)C3c4ccccc4Oc4ccccc43)nc12 | i | i
33 | CCCCNC(=S)NNC(=O)c1csc2ccccc12 | i | i
34 | CCOc1cc(/C=C2\C(=O)N(c3nc(-c4ccc(Br)cc4)cs3)N=C2c2ccccc2)ccc1O | i | i
35 | CS(=O)(=O)Nc1ccc2c(c1)OCC(=O)N2Cc1ccccc1 | i | i
36 | COC(=O)c1cc2c(ccn2-c2ccc(F)cc2)n1CC(=O)C(C)(C)C | i | i
37 | C=Cc1ccc(Cn2c(=O)n(CCCOC)c(=O)c3sccc32)cc1 | i | i
38 | O=C(CN1C(=O)NC2(CCCCC2)C1=O)Nc1ccc(F)cc1 | i | i
39 | O=C(Nc1ccc(S(=O)(=O)N2CCOCC2)cc1)c1ccc(Cl)cc1 | i | i
40 | CCCn1nnnc1NCc1cccc(OC)c1 | i | i
41 | Cc1nn(C)cc1C(=O)Nc1ccc2c(c1)OCCO2 | i | i
42 | COc1ccc(CN2CCNC(=O)C2CC(=O)NCCc2nc(C)c(C)s2)c(OC)c1 (centres undefined) | i | i
43 | Cc1ccccc1-c1nc(CN2CCC(C(=O)NC3CCCCC3)CC2)c(C)o1 | i | i
44 | CC(CNC(=O)COc1ccccc1)OC(=O)Nc1cccc(Cl)c1 (centres undefined) | i | i
45 | NNC(=O)c1cc2c(s1)-c1cc(Cl)ccc1SC2 | i | i
46 | CCn1c(SCC(=O)Nc2nc3ccc(OC)cc3s2)nnc1-c1ccoc1C | i | i
47 | Cc1c(N2C(=O)CSC2=S)c(=O)n(-c2ccccc2)n1C | i | i
48 | O=C(c1ccc(Cl)cc1)N1CCC(N2CCC(C(=O)N3CCOCC3)CC2)CC1 | i | i
49 | O=C(N/N=C/c1ccc(O)cc1)/C(=C/c1ccc([N+](=O)[O-])cc1)NC(=O)c1ccccc1 | i | i
50 | O=C(NC1(C(F)(F)F)N=C2SCCN2C1=O)C1CCCCC1 (centres undefined) | i | i
51 | O=C(COc1ccc(Br)cc1)NCCNC(=O)c1ccncc1 | i | i
52 | O=C(NCc1cccc2[nH]ccc12)C1CCC(=O)N(CCc2ccc(Cl)cc2)C1 (centres undefined) | i | i
53 | C=CCn1c(Cc2cccs2)nnc1SCC(=O)Nc1cc(OC)cc(OC)c1 | i | i
54 | COC(=O)CN(c1cc(Cl)ccc1OC)S(=O)(=O)c1ccc(OC)c(OC)c1 | i | i
55 | CCCCCCn1c(N2CCCC2)nc2c1c(=O)[nH]c(=O)n2C | i | i
56 | COc1ccc(OC)c(Cc2nnc(CCC(=O)NC(C3CC3)C3CC3)o2)c1 | i | i
57 | Cc1ccc(NC(=O)CCN2CCC(C)CC2)cc1 | i | i
58 | CCN(CC)c1cc(Cl)nc(N)n1 | i | i
59 | Cc1cc(NC(=O)CSc2nnc(-c3ccco3)n2Cc2ccco2)no1 | i | i
60 | CC1(NC(=O)CCc2nc3sc4c(c3c(=O)[nH]2)CCCC4)CCS(=O)(=O)C1 (centres undefined) | i | i
61 | O=C(O)c1ccc(NC(=O)c2ccccc2Br)c(NC(=O)c2ccccc2Br)c1 | i | i
62 | O=C(O)c1ccc(NS(=O)(=O)c2ccc3c(c2)OCCO3)cc1 | i | i
63 | CCCCC(C)n1[nH]c(=O)c2c(C)cc(C)nc21 (centres undefined) | i | i
64 | CCCNc1ncnc2sc(C)c(C)c12 | i | i
65 | Cc1[nH]c2ccccc2c1C(=O)CSC(=S)N1CCOCC1 | i | i
66 | O=C(c1ccccc1Cl)N(Cc1ccc(Cl)c(Cl)c1)N1C(=O)CCCC1=O | i | i
67 | CCCCCn1c(=O)[nH]c2cc(C(=O)NCCCN(CC)CC)ccc2c1=O | i | i
68 | Oc1ccccc1-c1n[nH]c(=S)n1Cc1ccccc1 | i | i
69 | O=Cc1cn(CC(=O)NCC2CCCO2)c2ccccc12 (centres undefined) | i | i
70 | Cc1ccc(S(=O)(=O)Nc2cccc(-n3cnnn3)c2)cc1C | i | i
71 | C#CCOCCOCCOCCNc1nc(N2CCN(C(=O)[C@H]([C@@H](C)CC)n3cc([C@@H](N)CO)nn3)CC2)nc(N2CCN(C(=O)[C@H](Cc3ccc(O)cc3)n3cc([C@@H](N)CC(C)C)nn3)CC2)n1 | i | i
72 | O=C(CNc1cccc(S(=O)(=O)N2CCOCC2)c1)Nc1ccccc1F | i | i
73 | COc1ccccc1C(=O)/C=C/c1ccc(N2CCCCC2)c([N+](=O)[O-])c1 | i | i
74 | Cn1nc(C(F)(F)F)c(/C=N/OCc2c(Cl)cccc2Cl)c1Cl | i | i
75 | Cc1ccc2nc(CCc3ccc(N)cc3)[nH]c2c1 | i | i
76 | COc1ccccc1C(=O)Nc1ccccc1SC | i | i
77 | CCCCNC(=O)COC(=O)c1cc(C)oc1C | i | i
78 | COc1ccc(N2CCN(C(=O)CN(CCc3ccccc3)S(C)(=O)=O)CC2)cc1 | i | i
79 | Cc1ccc(CNC(=O)c2cc(=O)c3cc(C)ccc3o2)cc1 | i | i
80 | Cn1c(=O)c2c(nc(Br)n2CCc2ccccc2)n(C)c1=O | i | i
81 | Cc1ccc(NC(=O)CNS(=O)(=O)c2ccc(F)cc2)cc1C | i | i
82 | COc1cc(NC(=O)N2CCNC2=O)cc(C(=O)Nc2cccc(C(F)(F)F)c2)c1 | i | i
83 | COc1ccc(/C=C/c2nc(N)nc(-c3ccccc3O)n2)cc1OC | i | i
84 | CC(SCC(=O)Nc1ccccc1)c1nc2ccccc2c(=O)[nH]1 (centres undefined) | i | i

(cont.)
# | structure | CHT inh | CHT allo act
85 | CCOc1nc(C)cc(COC)c1C(N)=O | i | i
86 | CNC(=O)c1c(Cl)cnn1-c1ccccc1 | i | i
87 | COc1ccc(-c2cnnn2-c2ccc(NC(=O)c3ccc(S(=O)(=O)N4CCCCC4)cc3)cc2)cc1OC | i | i
88 | COc1cccc(-c2cc(CC3(O)CCN(CCCc4ccccc4)CC3)on2)c1 | i | i
89 | COc1cccc(C2/C(=C(/O)c3cnn(-c4ccccc4)c3C)C(=O)C(=O)N2CCN(C)C)c1OC (centres undefined) | i | i
90 | C=C1CCN(C(CC(C)C)C(=O)OC)S(=O)(=O)c2ccccc21 (centres undefined) | i | i
91 | C=CCn1c(=O)c(C(=O)Nc2ccccc2S(N)(=O)=O)c(O)c2ccccc21 | i | i
92 | Cc1[nH]c2ccc(C(=O)NCCCN3CCN(C)CC3)cc2c1C | i | i
93 | COc1ccc(N(CC(=O)NC2CCCC2)C(=O)Cn2nnc(-c3ccc(F)cc3)n2)cc1OC | i | i
94 | O=C(c1ccccc1NS(=O)(=O)c1ccc(Br)s1)N1CCCC1 | i | i
95 | O=C(NNc1cc(Cl)cc(Cl)c1)c1cccs1 | -6.13* | i
96 | Cc1ccc(CSCC(=O)NCc2ccc(F)cc2)cc1 | i | i
97 | CN(CC(=O)Nc1ccccc1C(F)(F)F)C(=O)CSCc1ccc(Cl)c(Cl)c1 | i | i
98 | O=C(O)c1ccc(CS(=O)(=O)c2c(Cl)cccc2Cl)o1 | i | i
99 | Cc1ccc2nc(-c3ccc(NC(=O)C(C)Sc4nncs4)cc3)sc2c1 (centres undefined) | i | i
100 | c1ccc(-c2cc(NCCN3CCCCC3)c3ccccc3n2)cc1 | i | i
101 | CCN(CC)CCNC(=O)Cn1nc(-c2ccc(C)cc2)ccc1=O | i | i
102 | Cc1ccccc1Nc1nc(-c2cccnc2)nc2ccccc12 | i | i
103 | O=C(CSc1nnc(CNc2ccc(Cl)cc2)o1)Nc1nc2c(s1)CCCC2 | i | i
104 | COc1cccc2cc(C(C)N(CCCN3CCOCC3)C(=S)Nc3ccc(C)cc3)oc12 (centres undefined) | i | i
105 | Clc1ccc(SCCn2ccnc2)cc1 | i | i
106 | O=C(CC1Sc2ccccc2NC1=O)OC(C(=O)NCCc1ccccc1)c1cccnc1 (centres undefined) | i | i
107 | COc1ccc(/C=N/NC(=O)c2ccn[nH]2)cc1COc1ccc(F)cc1 | i | i
108 | CCOc1nc(SCCOc2ccccc2)nc(N(C)C)n1 | i | i
109 | CC(C)CC(NC(=O)C(NC(=O)C1CCC(=O)N1C(=O)OCc1ccccc1)C(C)C)C(=O)N1CCCC1C(N)=O (centres undefined) | i | i
110 | Cc1cccc(NC(=O)C23CCC(C)(C2Br)C3(C)C)c1 (centres undefined) | i | i
111 | Cc1sc2ncnc(N/N=C/c3ccc(O)cc3)c2c1C | i | i
112 | COc1cccc2c(=S)c(CCC(C)=O)c(C)[nH]c12 | i | i
113 | Cc1cccc(C)c1OC(=O)CCN1C(=O)C2C3C=CC(C4CC34)C2C1=O (centres undefined) | i | i
114 | CC1C(=O)N(Cc2ccc([N+](=O)[O-])cc2)c2ccccc2N1C(=O)c1c(F)cccc1F (centres undefined) | i | i
115 | Cc1ccc(O)c(C2=Nc3ccccc3N=C(c3cccs3)C2)c1 | i | i
116 | Nc1nc(-c2ccccc2)cc(C(F)(F)F)n1 | i | i
117 | OCCC1CN(Cc2cccn2-c2ncccn2)CCN1CCc1ccccc1 (centres undefined) | i | i
118 | COCCOC(=O)c1c(C)n(C)c2ccc(OC(=O)c3cccs3)cc12 | i | i
119 | COc1ccccc1CNC(=O)c1ccoc1C | i | i
120 | CC(=O)c1ccc(Oc2cc(-c3ccccc3)nc(-c3ccccc3)n2)cc1 | i | i
121 | O=C(Nc1ccccc1F)c1cc(Cl)sc1Cl | i | i
122 | O=C(CS(=O)(=O)c1ccc(F)cc1)NCCS(=O)(=O)c1ccccc1 | i | i
123 | CCCCC1CCC(C(=O)N(CC(C)C)c2c(N)n(Cc3ccccc3)c(=O)[nH]c2=O)CC1 (centres undefined) | i | i
124 | Cc1ccc(-c2cc(C(=O)NCc3cnn(C)c3C)c3cc(Br)ccc3n2)cc1 | i | i
125 | COc1ccc(-c2nc3nc(C)c(Cc4ccccc4)c(=O)n3[nH]2)cc1 | i | i
126 | CCN(CC(=O)NC(C)C)Cc1nc2c(Br)cc(Br)cc2c(=O)[nH]1 | i | i
127 | Clc1ccc(Cn2cc(Br)cn2)cc1Cl | i | i

Compound activity from PubChem BioAssay.

Rows were taken by chance; overall some 1.5% were active at least once.
